Screens: PubChem, several laboratories
sdo1 growth = growth rescue of sdo1-depleted yeast, primary screen, S. cerevisiae, bone marrow failure model; actives 0.21% (n = 140,000); S. cerevisiae sdo1-depleted JHY4D growth rescue, OD600 30 h; active compounds read high; pdr5 snq2 efflux-pump mutant strain; z-score at 10 µM;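 active means z-score above 3 at both the 24 hr and the 30 hr optical density reads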;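 further: z-score against mean and SD of all compound wells on the same plate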
Insulin prom inh = inhibitors of insulin promoter-driven GFP, primary screen, imaging, TRM-6 cells (human fetal islet line), eGFP reporter, cell count. reporter expression induced with tamoxifen. inhibition, % at 2 µM. actives 0.9% (n = 130,000). AID 1273, 2008;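 active means inhibition above the mean plus 3 SD, with well images judged a real hit on visual review, cut at about 60% in these data, passing the limit was not always enough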
sdo1 growth Rescue 24 h = further read-out of sdo1 growth, marked with its call; z-score; S. cerevisiae sdo1-depleted JHY4D growth rescue, OD600; measured here: growth rescue at 24 h;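 0 is the plate mean of compound wells and units are plate SD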
* = called active by the depositor; x = no result given; & = joins results of further samples. Only part of the results is shown; the hit share may differ from the screen's.

The line under a structure holds: sdo1 growth	sdo1 growth Rescue 24 h	Insulin prom inh
- CC(=O)OC(C)(C)/C=C/C(=O)[C@](C)(O)[C@H]1[C@H](O)C[C@@]2(C)[C@@H]3CC=C4[C@H](C[C@H](O)C(=O)C4(C)C)[C@]3(C)C(=O)C[C@]12C
  -0.16	-0.62	-400
- COc1ccccc1N1CCN(C(CNC(=O)Oc2ccccc2)c2cccnc2)CC1 (stereo not given)
  -0.45	-0.72	64
- COc1cccc(N=Cc2c(O)n(Cc3ccco3)c(=O)[nH]c2=O)c1
  x	x	-23
- O=C(COc1ccccc1)Nc1ccc(Cl)cc1C(=O)c1ccccc1
  -0.44	-0.01	-117
- Cc1ccc(/C=C2/C(=O)NC(=O)N(CCc3ccc(F)cc3)C2=O)o1
  -0.53	-0.75	0
- COc1ccc(S(=O)(=O)NC(CC(=O)N2CCC3(CC2)OCCO3)C(C)C)cc1 (stereo not given)
  0.12	0.08	-38
- C=C1CC[C@@]2(O)[C@H]3Cc4ccc(O)c5c4[C@@]2(CCN3CC2CC2)[C@H]1O5
  -0.27	0.04	-5
- COc1cc(C(=O)Nc2ccc(Br)cc2C(=O)c2ccccc2Cl)cc(OC)c1OC
  -0.49	0.72	-34
- CC1CN(CCc2ccccc2)CC(C)O1 (stereo not given)
  0.27	-0.18	70*
- COCCCNC(=O)c1c(NC(=O)c2ccccc2Cl)n(Cc2ccccc2)c2nc3ccccc3nc12
  0.34	2.3	-21
- CCC(=NCc1cccnc1)c1c(O)n(C2CCCCC2)c(=O)[nH]c1=O
  0.34	0.51	x
- Cc1ccc(N2C(=O)NC(=O)C3(Cc4ccccc4N4CCCC43)C2=O)cc1 (stereo not given)
  0.13	0.15	-79
- CCOc1cc(CNC(C)C(O)c2ccccc2)cc(Cl)c1OCC (stereo not given)
  0.96	1.4	x
- CC1CCCN(C(=O)CN2C3CCC2CC(O)(c2ccc(F)cc2)C3)C1 (stereo not given)
  x	x	-47
- Cc1nc2cc(-c3ccccc3)nn2c(C)c1CCC(=O)N1CCC2(CC1)OCCO2
  -0.64	-0.66	-13
- O=C(Nc1ccc2c(c1)OCO2)c1cn(Cc2ccc(F)cc2)nn1
  -1.4&-1	-0.64&-0.87	-107
- NS(=O)(=O)c1ccc(N=Cc2c(O)n(-c3ccccc3)c(=O)[nH]c2=O)cc1
  x	x	11
- Cc1c(/C=C2/CC3C4CC=C5CC(O)CCC5(C)C4CCC3(C)C2=O)cnn1C (stereo not given)
  x	x	17
- Nc1c(C(=O)NCCN2CCOCC2)c2nc3ccccc3nc2n1Cc1ccco1
  0.06	0.38	x
- C[C@@]1([C@@H](NP(=O)(c2ccccc2)c2ccccc2)c2ccccc2)C[C@H]1CCO
  -0.2	0.21	-15

Looked up above:
Cc1nc2cc(-c3ccccc3)nn2c(C)c1CCC(=O)N1CCC2(CC1)OCCO2 – sdo1 growth = -0.64
COc1cc(C(=O)Nc2ccc(Br)cc2C(=O)c2ccccc2Cl)cc(OC)c1OC – sdo1 growth Rescue 24 h = 0.72
Cc1ccc(/C=C2/C(=O)NC(=O)N(CCc3ccc(F)cc3)C2=O)o1 – Insulin prom inh = 0

The results go on:
The line under a structure holds: sdo1 growth	sdo1 growth Rescue 24 h	Insulin prom inh
- Cc1ncc([N+](=O)[O-])n1CCOc1nonc1N
  x	x	36
- O=[N+]([O-])c1cc(F)c(N2CCCC2)cc1N1CCNCC1
  x	x	-24
- C=Cn1ccnc1P(=S)(c1ccc(N(C)C)cc1)c1nccn1C=C
  -1.6	-1.6	-18
- CCC(=NC1CC1)c1c(O)n(C2CCCCC2)c(=O)[nH]c1=O
  -2	-1.1	x
- c1ccc(C2N3CCCN23)cc1 (stereo not given)
  0.66	0.65	54
- O=C(COC(=O)Cc1ccccc1)NC12CC3CC(CC(C3)C1)C2
  -0.79	-0.92	-13
- Cn1cc[n+](C)c1P(=S)(c1ccccc1)c1ccccc1
  x	x	60
- CCCS(=O)(=O)N1CCCC(C(=O)N2CCC3(CC2)OCCO3)C1 (stereo not given)
  0.37	0.21	x
- C=CCN1C(=O)C2(C(C(=O)OCC)=C(N)Oc3c2c(=O)oc2ccccc32)c2ccccc21 (stereo not given)
  -1.6	-1.4	-70
- CC1(C)CC(=O)C=C(NCCN2CCN(C(=O)Cc3ccc(Cl)cc3)CC2)C1
  -0.58	-1	7
- CN1CCN(c2ccc(C(F)(F)F)cc2N)CC1
  x	x	-29
- O=C(N=Nc1c(O)[nH]c(=O)[nH]c1=O)C1COc2ccccc2O1 (stereo not given)
  x	x	5
- COC(=O)c1c(C)n(Cc2ccccc2)c2ccc(O)cc12
  x	x	33
- O=C(O)c1nn(Cc2ccc(Cl)cc2Cl)c2ccccc12
  x	x	-13
- CCN(CC)CCCN=Cc1c(O)n(-c2cccc(C)c2C)c(=O)[nH]c1=O
  0.4	0.19	x
- Cn1c(O)c(C=NCCCN2CCCC2=O)c(=O)n(C)c1=O
  1.2	0.88	x
- CN1CCN(C(=O)COc2ccc3ccccc3c2Br)CC1
  0.05	-0.26	30
- COC(=O)C1C2c3ccccc3C(c3ccccc32)C1C(=O)OC (stereo not given)
  x	x	42
- O=c1c2ccccc2nc(/C=C/c2ccc3c(c2)OCO3)n1-c1ccccc1
  -1.1	-0.66	x
- C/C(=N\N1CCCCCC1)c1c(O)n(-c2ccc(C)cc2)c(=O)[nH]c1=O
  -0.65	-0.69	14
- Cc1ccc2occ(CN3CC4CC(C3)c3cccc(=O)n3C4)c(=O)c2c1 (stereo not given)
  2	0.56	x
- CC(=NCCCN1CCOCC1)c1c(O)[nH]c(=O)[nH]c1=O
  0.91	0.35	0
- Cc1c(NC(=O)C(C)OC(=O)Cc2ccccc2)c(=O)n(-c2ccccc2)n1C (stereo not given)
  1.1	0.35	-73
- CCOc1ccccc1-n1c(O)c(C=NCc2ccc3c(c2)OCO3)c(=O)[nH]c1=O
  0.62	0.47	-9
- CN(C)C(Cc1ccc(C#N)cc1)C(=O)c1ccccc1 (stereo not given)
  -0.11	-0.54	x
- Cc1ccc(N)c(C(=O)c2ccccc2)c1
  -0.87	-0.82	57
- Cc1cc(NC(=O)CCl)no1
  x	x	7
- Cc1ccccc1C(O)(Cc1ccccc1)C1CN2CCC1CC2 (stereo not given)
  0.18	-0.18	19
- CC(C)OC12Oc3ccccc3C=C1N1CCC2CC1 (stereo not given)
  0.48	0.72	14
- COc1ccc(OC)c(CN2CCN(C(=O)COc3cccc(C)c3)CC2)c1
  1.1	-0.18	-64
- COc1ccccc1CCNCc1ccc(OC)c(OC)c1OC
  x	x	13
- COc1cccc(-c2nc(CS(=O)CC(=O)N3CCC4(CC3)OCCO4)c(C)o2)c1 (stereo not given)
  1.3	1	62
- CC(C)n1c(=O)c(C=Nc2ccc(S(N)(=O)=O)cc2)c(O)n(Cc2ccco2)c1=O
  1.4	-0.99	43
- Cc1ccc(-c2ccc(=O)n(CC(=O)N3CCC4(CC3)OCCO4)n2)cc1
  x	x	-80
- CCC(C)C12CN3CCN(CC(C)(C3)C1O)C2 (stereo not given)
  x	x	5
- CC1=NN(c2ccccc2)C(=O)C1/C=C1\C(=O)NC(=O)N(c2cc(C)cc(C)c2)C1=O (stereo not given)
  0.01	-0.38	12
- COc1cc(CN2CCN(c3cc(C)ccc3C)CC2)ccc1O
  -0.18	-0.92	-48
- c1csc(CN2CCNCC2)c1
  x	x	18
- C(CCc1nn[nH]n1)CCc1nn[nH]n1
  -0.18	-0.86	25
- Cc1oc(-c2ccccc2)nc1CN1C(=O)CN=C(c2ccccc2)c2ccccc21
  -0.51	0.18	-30
- CCC(C)N1C(=O)NC(=O)C2(Cc3c(ccc4ccccc34)N(C)C2)C1=O (stereo not given)
  -1.3	-1.1	x
- COc1ccc(/C=C2/C(=O)NC(=S)N(C3CC3)C2=O)cc1CN1C(=O)c2ccccc2C1=O
  -0.63	-1.3	x
- CNC(C)Cc1ccccc1Sc1ccc(O)cc1 (stereo not given)
  1.8	2.6	-3
- Cc1noc(C)c1C(=O)N1CCC2(CC1)OCCO2
  0.11	0.03	8
- COc1ccc(N=Nc2c(O)[nH]c(=S)[nH]c2=O)cc1
  x	x	-25
- CCNc1nc2[nH]c(=O)c3c(c2s1)OC(N)=C(C#N)C3c1cccs1 (stereo not given)
  0.73	-0.05	x
- Cc1ccc(OCC(=O)N2CCN(C)CC2)c(Br)c1
  -0.61	-1.2	37
- CN1C(=O)C(=Cc2ccccc2Oc2ccc(Cl)cc2)C(=O)N(C)C1=O
  -0.2	-0.89	14
- COc1ccc(-c2csc(NC(=O)COC(=O)Cc3ccccc3)n2)cc1OC
  2.2	1.8	-40
- CCC1(CC)C(=N)N(C)C(=O)NC1=O
  -0.01	-0.31	-7
- Cc1ccc2nc3c(cc2c1)CC1(C(=O)N(C)C(=O)N(C)C1=O)C1CCCCN31 (stereo not given)
  -1.8	-2.1	x
- COc1ccccc1CC1/C(=N/O)C2CCN1CC2 (stereo not given)
  -0.2	-0.83	9
- O=C(c1ccc(CNS(=O)(=O)c2ccc(Br)cc2)cc1)N1CCC2(CC1)OCCO2
  1.1	0.54	7
- CCOC(=O)C1CCN(C=C2C(=O)N(C)C(=S)N(C)C2=O)CC1
  0.87	-0.25	-37
- CCN(CC)CCCN=Cc1c(O)n(Cc2ccc(F)cc2)c(=O)[nH]c1=O
  0.94	1.1	-9
- C=CCn1c(O)c(/C=N/N2CCCCC2c2cccnc2)c(=O)[nH]c1=S (stereo not given)
  1.5	1.4	x
- COc1ccccc1CC1C(=O)C2CCN1CC2 (stereo not given)
  1.2	2	-41
- O=C1NC(=O)N(c2cccc(Cl)c2)C(=O)/C1=C\c1ccc(Sc2nc3ccccc3[nH]2)o1
  0.25	-1	21
- Cc1ccc(-n2nc(C)cc2NC(=O)COc2cc(C)cc3oc(=O)c4c(c23)CCC4)cc1
  -0.3	0.24	-18
- Cn1c(O)c(/C=C/C=Nc2ccccc2)c(=O)n(C)c1=O
  0.83	0.2	x

Brought forward from above: five compounds; new compounds follow.
The line under a structure holds: sdo1 growth	sdo1 growth Rescue 24 h	Insulin prom inh
- C=CCn1c(O)c(/C=N/N2CCCCC2c2cccnc2)c(=O)[nH]c1=S (stereo not given)
  1.5	1.4	x
- COc1ccccc1CC1C(=O)C2CCN1CC2 (stereo not given)
  1.2	2	-41
- O=C1NC(=O)N(c2cccc(Cl)c2)C(=O)/C1=C\c1ccc(Sc2nc3ccccc3[nH]2)o1
  0.25	-1	21
- Cc1ccc(-n2nc(C)cc2NC(=O)COc2cc(C)cc3oc(=O)c4c(c23)CCC4)cc1
  -0.3	0.24	-18
- Cn1c(O)c(/C=C/C=Nc2ccccc2)c(=O)n(C)c1=O
  0.83	0.2	x
- CN(C)C(=O)Oc1ccc(OC(=O)c2ccccc2)cc1
  -0.09	0.31	x
- CCCCn1c(O)c(C(CC)=Nc2cccc(C(=O)O)c2)c(=O)[nH]c1=O
  0.72	0.54	29
- CC1(C)CC(=O)C(C2(O)C(=O)NC(=O)NC2=O)=C(O)C1
  0.73	0.32	x
- CN1C(=O)N(C)C(=O)C2(Cc3c(nc4ccccn4c3=O)N3CCc4ccccc4C32)C1=O (stereo not given)
  -1.7	-1.7	x
- COC(=O)C(O)(c1ccc(NC(=S)NC(=O)c2ccccc2)cc1)C(F)(F)F (stereo not given)
  -0.19	0.6	x
- CC1(C)CC(=O)C2=C(C1)NC(=O)C21C(C(=O)OC(C)(C)C)=C(N)Oc2ccc(Br)cc21 (stereo not given)
  -0.22	-0.5	x
- Nc1c2c(nc3sc4c(c13)CCCC4)CCCCC2
  -0.47	-0.23	17
- C=CCn1c(O)c(C(C)=Nc2ccc(N(C)C)cc2)c(=O)[nH]c1=O
  -1	-0.98	44
- CC(Oc1ccc(-c2ccccc2)cc1)C(=O)O (stereo not given)
  0.11	0.45	58
- CCn1nc(-c2ccccc2)nc2c(=O)n(C)c(=O)nc1-2
  -2.3	-0.92	x
- O=P(NS(=O)(=O)c1ccccc1)(Oc1ccccc1)Oc1ccccc1
  1.1	0.49	x
- c1ccc(Cn2ccnc2)cc1
  0.39	-0.49	43
- CCOc1ccc2c(c1)c(C(C)=O)c(C)n2Cc1ccco1
  x	x	-8
- CCC(C)N1C(=O)/C(=C/c2ccc3c(c2)CCN3CCCCl)C(=O)NC1=S (stereo not given)
  -1.4	-1.6	18
- O=c1[nH]c(=O)n(-c2ccc(F)cc2)c(O)c1C=Nc1ccccc1N1CCCC1
  -0.04	1.1	-22
- CC1CCN(S(=O)(=O)c2ccc(NN=C(C#N)C#N)cc2)CC1
  -0.68	-0.8	47
- CCCCn1c(O)c(C(CC)=NCc2cccnc2)c(=O)[nH]c1=O
  0.34	0.31	-73
- O=C(O)c1ccc2c(c1)C1C(Cl)C(Sc3ccccc3[N+](=O)[O-])CC1C(c1cccc([N+](=O)[O-])c1)N2 (stereo not given)
  x	x	-6
- CCCCn1c(O)c(C=NCCCn2ccnc2)c(=O)[nH]c1=O
  -0.61	-0.76	x
- FC(F)(F)c1ccc2c(c1)nnn2C1CCN(Cc2nnnn2Cc2ccccc2)CC1
  -1.4	-0.54	-184
- CN(Cc1ccccc1)C(=C(Cl)Cl)/C(=C1/NCCN1Cc1ccc(Cl)nc1)[N+](=O)[O-]
  0.88	1.2	-26
- CN(C)C(=O)Oc1ccc(OCc2cccc[n+]2C)cc1
  -0.03	-0.86	-27
- CC(=O)N1CN2CN(C1)CN(C(C)=O)C2
  -0.2	-0.78	12
- Cc1cc(N2C(=O)C3CCCN3C2c2ccccc2)no1 (stereo not given)
  0.89	-0.28	x
- O=P(N1CCCCC1)(N1CCCCC1)C(Cl)(Cl)Cl
  -0.59	0.04	-136
- CN1C(=O)C(=Cc2ccc(N3CCCCCC3)o2)C(=O)N(C)C1=S
  -0.86	-0.69	x
- CCCCC(=O)N/N=C/c1c(O)n(CC)c(=S)[nH]c1=O
  0.64	0.01	-7
